Akt phos inh – inhibitors of Akt phosphorylation; Neuro2A IGF-stimulated pAkt S473 HTRF, 20 min; active compounds read low; activity change, % for hits at 50 µM; actives 0.32% (n = 360,000); AID 651550; in the data active means activity change below about -80%; inconclusive means mostly about -51% to -80%; further: on the % scale 0 is the no-effect control and ±100 the full control effect
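Neuro2A cells in DMEM with 0.5% FBS, overnight at 37 deg C, given compound at single 50 µM final, then IGF (6 nM final) for 20 min at 37 deg C. Lysed; phospho-Akt Ser473 by HTRF after 24 h, 665/615 ratio.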
ATXN viability – cell viability loss in ATXN counter-screen | S2 cells (HEK-293 line with an ATXN2-luciferase reporter) viability, CellTiter-Fluor protease fluorescence, 24 h | Potency, µM (titrated, usually from 56.7 µM), hits mostly cytotoxic | actives 0.49% (n = 400,000); further: potency means the concentration at half of the fitted maximal effect; nearly all actives have a fitted effect of over 40% in size
Nrf2 inh – Nrf2 pathway inhibition. A549 ARE-Fluc reporter, luciferase luminescence, 18-24 h. Potency, µM (highest dose often 46 µM), inactives show at the highest dose activity change, negative = inhibition, most hits filed as inhibitors. actives 2.1% (n = 360,000). AID 504444; further: potency means the concentration at half of the fitted maximal effect; on the % scale 0 is the no-effect control and ±100 the full control effect; nearly all actives have a fitted effect of over 60% in size
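Cells were seeded and rested 2 h, then exposed to compounds for 18-24 h. CellTiter-Fluor was read first as a viability measure. BugLite was added 15 min before the final luminescent read of ARE-luciferase activity in A549 cells.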
TGFb SMAD3 inh – blocks TGF-b signaling. HepG2 CAGA-GFP TGF-b/SMAD3 reporter, GFP fluorescence, 18 h; TGF-beta stimulated, 500 pg/mL final. Potency, µM (doses to about 46.1 µM), inactives show at the highest dose activity, negative = inhibition, hits mostly inhibitors. actives 1.2% (n = 410,000). AID 588855; further: potency means the concentration at half of the fitted maximal effect; on the % scale 0 is the no-effect control and ±100 the full control effect; nearly all actives have a fitted effect of over 65% in size
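HEPG2 CAGA-GFP cells (1000/well, DMEM with 1% FBS) were pre-incubated 2 h at 37 degrees C, given compound by pin tool, then stimulated with TGF-beta at 500 pg/mL final for 18 h before per-cell GFP fluorescence imaging.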
A549 viability – A549 cytotoxicity, counter-screen for Nrf2 inhibitors. A549 ARE-Fluc cells, CellTiter-Fluor viability, 18-24 h. Potency, µM (doses to about 46 µM), without a hit: top-dose activity change, negative = cytotoxicity, usual class: inhibitors. actives 0.16% (n = 390,000); further: potency means the concentration at half of the fitted maximal effect; on the % scale 0 is the no-effect control and ±100 the full control effect
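Cytotoxicity counterscreen: CellTiter-Fluor fluorescence was measured in A549 ARE_Fluc cells after 18-24 h of compound exposure in a concentration series. The subsequent BugLite luminescent read reports ARE-luciferase activity.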
HepG2 viability – counter-screen for TGF-b inhibitors: cytotoxicity in HepG2 cells | HepG2 CAGA-GFP viability, ATP luminescence, 18 h | Potency, µM (doses to about 46.1 µM), without a hit: at the top dose activity change, negative = cytotoxicity, actives largely listed as cytotoxic | actives 0.76% (n = 410,000) | AID 588856; further: potency means the concentration at half of the fitted maximal effect; some results filed as inactive show a strong effect at the top dose
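HepG2 CAGA-GFP cells (1000/well, DMEM with 1% FBS) received compound, then TGF-beta at 500 pg/mL final, and were incubated 18 hours at 37 degrees C. Viability was read by CellTiter-Glo luminescence. Media-only wells were set as complete cell-killing and DMSO as no toxicity.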
CCT chaperon mod – cytosolic chaperonin activity modulation | purified chaperonin ATPase assay, HTRF ADP detection, 30 min | activity change, % (concentration not given with the values), hits read low | actives 0.3% (n = 360,000) | AID 651819; in the data active means activity change below about -30%; further: on the % scale 0 is the no-effect control and ±100 the full control effect
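We incubate TRiC, 40 or 20 nM final, with library compounds at 76 uM and 10 uM ATP for 30 min at 37 °C. ADP formed is detected with Transcreener HTRF reagents after 30 min at room temperature.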
MmCpn inh – inhibitors of Methanococcus maripaludis chaperonin (MmCpn) | AID 504842 | actives 0.031% (n = 330,000) | purified Mm-Cpn ATPase, ADP Transcreener TR-FRET | Potency, µM (series often up to 76.9 µM), without a hit: at the top dose activity, negative = inhibition, actives largely listed as inhibitors; further: potency means the concentration at half of the fitted maximal effect; on the % scale 0 is the no-effect control and ±100 the full control effect; nearly all actives have a fitted effect of over 80% in size
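Compound-treated chaperonin, 25 nM final, turns over 10 uM ATP at 37°C for 30 min following a 10 min preincubation; ADP generated competes with ADP-d2 for Eu-cryptate antibody, lowering FRET.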
Nrf2 ARE act – activates Nrf2 signaling; actives 0.31% (n = 410,000); Potency, µM (series often up to 46.1 µM), for inactives: at the highest dose activation, actives largely listed as activators; AID 624171; AREc32 ARE-luciferase reporter (MCF7-derived line), luminescence, 24 h; further: potency means the concentration at half of the fitted maximal effect; % of control where 0% means no effect; nearly all actives have a fitted effect of over 65% in size
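AREc32 cells carrying an ARE-driven firefly luciferase reporter were seeded at 1000 cells/well in OPTI-MEM with 5% FBS, then exposed to compound for 24 hr at 37 deg C. Luminescence was read with Steady-Glo after 30 min at RT.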
* = called active by the depositor; i = inactive; ? = inconclusive; / = not tested or not shown; & = joins results of further samples. Unless noted, the call rests on the fitted dose curve; in most records, active means well fitted curve in the direction sought with a large enough effect; inconclusive means small, poorly fitted or top-dose-only effect, or another doubt; inactive means no such curve, though single readings can be large; an effect the other way counts as inactive or inconclusive.

mol	Nrf2 ARE act	HepG2 viability	Nrf2 inh	CCT chaperon mod	Akt phos inh	ATXN viability	MmCpn inh	TGFb SMAD3 inh	A549 viability
Cc1ccc(NC(=O)CO/N=C(\N)c2ccccc2)cc1C	0.9%	4%	2%	-1.5	i	i	2%	-7%	2%
CCO/N=C/c1ccc(OC)c(Oc2nc(OC)cc(OC)n2)c1	-0.5%	4%	3%	0.5	i	i	-1%	-4%	-2%
C[C@H](CO)N1C[C@H](C)[C@@H](CN(C)S(=O)(=O)c2ccccc2)Oc2ccc(NC(=O)CCC(F)(F)F)cc2C1=O	0.3%	-11%	2%	-2.7	i	i	-2%	-14%	-1%
CN(C)C(=O)c1nc2ccccc2s1	4.4%	2%	?	-2.3	i	i	2%	7%	2%
CC(=O)c1cccc(NCC(=O)N2CCN(S(=O)(=O)c3ccccc3)CC2)c1	-0.4%	-3%	5%	-4.1	i	i	-3%	0%	-2%
COC(=O)/C(=C1/Oc2ccc(C)cc2S1)C(F)(F)F	3.7%	0%	?	1.8	i	i	1%	0%	18%
CC(C)c1cc(NCCOCCO)n2c(nc3ccccc32)c1C#N	-1.2%	-12%	?	1.7	i	/	-3%	-4%	-4%
CN1CCN(c2oc(Cc3cccc4ccccc34)nc2C#N)CC1	0.1%	-25%	-9%	1.0	i	i	4%	2%	1%
COc1ccc(NS(=O)(=O)c2ccc(C)c(C(=O)NCC(c3ccco3)N(C)C)c2)cc1 (configuration not stated)	1.4%	-13%	-9%	2.6	i	i	-1%	-7%	2%
O=c1c2cccnc2[nH]c(=S)n1CCCN1CCN(c2ccc(F)cc2)CC1	-0.5%	2%	21%	0.7	-111%*	i	1%	-7%	1%
CC(C)C(CCNC(=O)CN1C(=O)c2ccccc2C1=O)c1ccco1 (configuration not stated)	0.4%	6%	-11%	-2.0	i	i	/	-13%	-5%
Cc1ccc(C)c(OCc2cc(C(=O)N3CCC(N4CCCC(O)C4)CC3)no2)c1 (configuration not stated)	0.3%	-2%	5%	-1.8	i	i	0%	6%	8%
CCN(CC(=O)NC(C)(C)C)C(=O)C(c1ccccc1)c1ccccc1	-0.5%	-9%	-1%	2.5	i	i	0%	8%	23%
O=C(CSc1nc2c([nH]c3ccccc32)c(=O)n1-c1ccc(F)cc1)NCC1CCCO1 (configuration not stated)	1.0%	-5%	/	/	/	i	/	-14%	-17%
CCC1CCCCN1CCCNC(=O)c1ccc(CS(=O)(=O)Cc2ccc(Cl)cc2)o1 (configuration not stated)	0.2%	-8%	6%	-1.7	i	i	-14%	26%	3%
CN(C)C(/C=C/Nc1ccc(O)cc1)=C(C#N)C#N	1.0%	7%	7%	0.2	i	i	0%	1%	0%
O=C(Cc1ccc(F)cc1)c1ccc(O)cc1O	0.2%	-3%	0%	0.3	i	i	0%	3%	-9%
Cn1nc(-c2ccccc2F)c2cc(C(=O)NCCc3ccc(Cl)cc3)sc21	-0.4%	-27%	?	/	/	?	/	-27%	1%
O=C(CCN1C(=O)C2C3CCC(C3)C2C1=O)Nc1cccc(Cl)c1 (configuration not stated)	-0.2%	-89%	-13%	-2.1	i	i	-4%	-19%	8%
CCOCc1cnc(C)nc1NCC(=O)c1c(C)n(C)c2ccc(OC)cc12	-0.7%	9%	-4%	0.9	i	i	1%	0%	-5%
CCn1c2ccc(/C(C)=N\O)cc2c2cc(/C(C)=N\O)ccc21	0.4%	-11%	-16%	-1.4	i	i	2%	10%	-3%
CN(Cc1ccccc1)C1(CNC(=O)CCC(F)(F)F)Cc2ccccc2C1	-0.3%	10%	2%	0.9	i	i	1%	0%	0%
N#Cc1ccccc1NC(=O)Nc1cccs1	-0.5%	8%	7%	-0.8	i	i	1%	?	-8%
O=C(NCc1ccc(Cl)cc1)C1CCN(S(=O)(=O)c2ccc(F)cc2)CC1	1.8%&2.5%	-2%&-22%	-1%&-10%	0.7	i	?	0%	-10%&-14%	7%&-3%
COc1cccc(CNC(=O)c2nnn(CC(=O)Nc3ccc(C)c(C)c3)c2N)c1	-0.3%	-7%	-18%	-0.2	i	i	-1%	-21%	-9%
CCOC(=O)[C@@H]1[C@H]2COc3cc(OC)ccc3[C@@H]2N2C(=O)N(c3ccc(F)cc3)C(=O)[C@@]12C	-1.2%	5%	6%	1.4	i	i	0%	0%	-3%
CCCCCc1cc(=O)oc2c(C(CCN3CCCC(C)C3)c3ccc4c(c3)OCO4)c(OC)cc(OC)c12 (configuration not stated)	4.8%	-107%	19%	-2.2	i	/	0%	?	-11%
O=C(c1cc(COc2ccc(F)cc2Cl)on1)N1CCCCCC1	7.3%	-3%	-20%	0.5	/	i	1%	-1%	-1%
O=C(COC(=O)/C=C/c1cccc(Br)c1)NC1CCCCCC1	-0.9%	17%	18%	-1.8	i	i	0%	-3%	3%
CCOCCCn1c(=N)c(C(=O)NCc2cccnc2)cc2c(=O)n3cc(C)ccc3nc21	-0.2%	2%	7%	/	/	/	/	0%	9%

Part of the list above in order of SMILES length, high to low.
mol	Nrf2 ARE act	HepG2 viability	Nrf2 inh	CCT chaperon mod	Akt phos inh	ATXN viability	MmCpn inh	TGFb SMAD3 inh	A549 viability
Cn1nc(-c2ccccc2F)c2cc(C(=O)NCCc3ccc(Cl)cc3)sc21	-0.4%	-27%	?	/	/	?	/	-27%	1%
CC(C)c1cc(NCCOCCO)n2c(nc3ccccc32)c1C#N	-1.2%	-12%	?	1.7	i	/	-3%	-4%	-4%
CN(C)C(/C=C/Nc1ccc(O)cc1)=C(C#N)C#N	1.0%	7%	7%	0.2	i	i	0%	1%	0%

Five of the entries above in order of their number in CCT chaperon mod, rising:
Structure	CCT chaperon mod	Akt phos inh	MmCpn inh	TGFb SMAD3 inh
N#Cc1ccccc1NC(=O)Nc1cccs1	-0.8	i	1%	?
COc1cccc(CNC(=O)c2nnn(CC(=O)Nc3ccc(C)c(C)c3)c2N)c1	-0.2	i	-1%	-21%
O=C(Cc1ccc(F)cc1)c1ccc(O)cc1O	0.3	i	0%	3%
O=C(NCc1ccc(Cl)cc1)C1CCN(S(=O)(=O)c2ccc(F)cc2)CC1	0.7	i	0%	-10%&-14%
CCOC(=O)[C@@H]1[C@H]2COc3cc(OC)ccc3[C@@H]2N2C(=O)N(c3ccc(F)cc3)C(=O)[C@@]12C	1.4	i	0%	0%

Remaining list, next part.
mol	Nrf2 ARE act	HepG2 viability	Nrf2 inh	CCT chaperon mod	Akt phos inh	ATXN viability	MmCpn inh	TGFb SMAD3 inh	A549 viability
Cc1ccc(-c2csc3nc(C)n(-n4c(C)ccc4C)c(=O)c23)o1	17%	-8%	13%	1.4	i	i	-2%	-6%	0%
Cc1coc2cc3oc(=O)c(CC(=O)N4CCCCC4)c(C)c3cc12	-1.1%	0%	5%	/	/	/	/	-11%	0%
Cc1cccc(NC(=S)N2CCN(c3ccccc3F)CC2)c1C	-0.2%	-4%	11%	-1.2	i	i	1%	-24%	12%
CC(C)(C)OC(=O)C[C@H]1C/C=C\C[C@@H](CC(=O)N[C@H](CO)Cc2ccccc2)C(=O)NC[C@H](c2ccccc2)OC1=O	-0.2%	-5%	-2%	-3.3	i	i	-1%	0%	-14%
CC(C)(C)OC(=O)N1CCN(c2ccc(NC(=O)Cn3nnc(-c4ccccc4)n3)cc2)CC1	-0.2%	-39%	-29%	0.9	i	i	1%	0%	-18%
CC(C)C(c1nnnn1Cc1ccco1)N1CCN(c2cccc(Cl)c2)CC1 (configuration not stated)	0.5%	0%	-3%	-0.9	i	i	2%	-15%	4%
COc1ccccc1NC(C)=[N+](C)CCNS(=O)(=O)c1ccc(Cl)cc1	-0.2%	-24%	-14%	-0.3	i	i	2%	1%	-1%
CNS(=O)(=O)c1ccc2c(c1)oc(=O)c1cc(S(=O)(=O)NC)ccc12	-1.0%	3%	11%	-0.9	i	i	0%	-13%	12%
CC1=CC(C)(C)N2C(=O)C(=Nc3ccc(O)cc3)c3cccc1c32	18%	-97%	12%	-0.6	i	/	-10%	13µM*	?
CO/N=C(\N)c1ccc([N+](=O)[O-])cc1	0.2%	-8%	-12%	-0.9	i	i	2%	2%	1%
COc1ccccc1NC(=O)c1c(O)c2ccccc2[nH]c1=O	3.6%	-23%	3%	-2.0	i	i	2%	-14%	7%
CC1=CC(=O)C2=C(C)CC[C@@H]3[C@H](OC(=O)[C@H]3C)[C@@H]12	-0.3%	0%	6.5µM*	-0.3	i	i	1%	?	-3%
COCCNC(=S)N(CCc1c(C)[nH]c2ccc(C)cc12)Cc1cccnc1	-0.3%	-13%	-5%	-0.7	i	i	0%	-10%	-3%
COc1cccc(NC(=O)c2nc3nc(C)cc(C(F)F)n3n2)c1	-1.2%	-3%	6%	0.4	i	i	0%	0%	-4%
COCCCNC(=O)CN(c1cc(Cl)ccc1OC)S(=O)(=O)c1ccc(C)c([N+](=O)[O-])c1	0.2%	-1%	-29%	2.0	i	i	3%	6%	-11%
CCOc1ccccc1N(CC)C(=O)c1noc2c1COc1ccc(C)cc1-2	5.8%	-31%	0%	/	/	i	/	-5%	-1%
CC[N+](CC)(CC(=O)Nc1c(C)cccc1C)Cc1ccccc1	-0.2%	-3%	17%	-0.3	i	i	/	-12%	-6%

Records listed so far shown as hits in Akt phos inh.
mol,CCT chaperon mod,Akt phos inh,MmCpn inh,TGFb SMAD3 inh
O=c1c2cccnc2[nH]c(=S)n1CCCN1CCN(c2ccc(F)cc2)CC1,0.7,-111%*,1%,-7%
